HT1080 IDH1KD tx: kills HT-1080 cells with IDH1 knockdown; Potency, µM (highest dose often 46.1 µM), inactives show at the highest dose activity, negative = toxicity, hits mostly cytotoxic; 360,000 compounds, 2% hits; HT-1080 IDH1 knockdown viability, ATP luminescence, 48 h;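 also: potency is read from the fitted curve at half-maximal effect; 0% = DMSO wells and -100% = cell-free medium wells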
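CellTiter-Glo luminescence after 48 h compound exposure at 37 degrees C of IDH1-knockdown HT-1080 cells in 5% FBS RPMI. %Activity scaled between DMSO wells and cell-free media wells, with curves fitted and assigned curve classes.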
S2 tox: cell viability loss in ATXN counter-screen; S2 cells (HEK-293 line with an ATXN2-luciferase reporter) viability, CellTiter-Fluor protease fluorescence, 24 h; Potency, µM (highest dose often 56.7 µM), hits mostly cytotoxic; 400,000 compounds, 0.49% hits; AID 651635; also: potency is read from the fitted curve at half-maximal effect; nearly all actives have a fitted effect of over 40% in size
KB-3-1 cytotox: kills parental KB-3-1 adenocarcinoma cells; KB-3-1 viability, CellTiter-Glo ATP luminescence, 72 h; Potency, µM (top dose mostly 46.1 µM), for inactives: at the top dose activity change, negative = cytotoxic, actives largely listed as cytotoxic; 400,000 compounds, 1.4% hits; also: potency is read from the fitted curve at half-maximal effect; % is scaled to controls: 0 for no effect and ±100 for the full control effect; nearly all actives have a fitted effect of over 60% in size
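Here the drug-naive KB-3-1 line serves as comparator for MDR sub-line selectivity; cells received compound titrations, 72 h at 37 °C, then CellTiter-Glo readout.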
SW480 rereplic: inducers of DNA re-replication in SW480 colon cancer cells. SW480 DNA re-replication, Hoechst DNA content imaging, 48 h. Potency, µM (series often up to 46.1 µM), for inactives: at the top dose re-replication activation, most hits filed as activators. 340,000 compounds, 1.8% hits. AID 624297; also: potency is read from the fitted curve at half-maximal effect; % of control where 0% means no effect; nearly all actives have a fitted effect of over 55% in size
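DNA re-replication was detected as more nuclei of elevated Hoechst intensity after 48 hr exposure to compound (23 nL pinned per well of 250 cells).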
HT1080-NT tox: kills 2HG-producing HT-1080-NT fibrosarcoma cells | HT-1080-NT fibrosarcoma viability, CellTiter-Glo ATP luminescence, 48 h | Potency, µM (highest dose often 46.1 µM), without a hit: at the highest dose activity, negative = less viability, usual class: cytotoxic | 360,000 compounds, 1.6% hits;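 also: NT is the 2HG producing partner of a matched IDH1 knockdown line; potency is read from the fitted curve at half-maximal effect; 0% = DMSO-treated cells and -100% = media-only wells without cells; nearly all actives have a fitted effect of over 55% in size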
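750 cells/well, RPMI + 5% FBS; 2 h settle, compound pin-transfer, 48 h at 37 degrees C. CellTiter-Glo 10 min RT, luminescence. Normalized to DMSO and media-only wells.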
MCF10A rerep: inducers of DNA re-replication in MCF 10A breast cells; 350,000 compounds, 2.9% hits; AID 624296; MCF 10A DNA re-replication, Hoechst nuclear intensity, 48 h; Potency, µM (series often up to 46.1 µM), for inactives: at the highest dose activity, positive = re-replication, hits mostly activators; also: potency is read from the fitted curve at half-maximal effect; % of control where 0% means no effect; nearly all actives have a fitted effect of over 50% in size
HepG2 viability: kills HepG2 cells in TGF-b inhibitor counter-screen | HepG2 CAGA-GFP viability, ATP luminescence, 18 h | Potency, µM (doses to about 46.1 µM), inactives show at the top dose activity change, negative = cytotoxicity, most hits filed as cytotoxic | 410,000 compounds, 0.76% hits; also: potency is read from the fitted curve at half-maximal effect; some results filed as inactive show a strong effect at the top dose
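HepG2 CAGA-GFP cells (1000/well, DMEM with 1% FBS) received compound, then TGF-beta at 500 pg/mL final, and were incubated 18 hours at 37 degrees C. Viability was read by CellTiter-Glo luminescence. Media-only wells were set as complete cell-killing and DMSO as no toxicity.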
IL-1B inflam inh: inflammasome signaling inhibition, IL-1 beta readout; THP-1 LPS/ATP IL-1B secretion, AlphaLISA, 16 h; active compounds read low; activity change, % at 57.5 µM; 360,000 compounds, 4.7% hits; in the data active = activity change below about -50%; inconclusive = mostly about -30% to -49%; also: % is scaled to controls: 0 for no effect and ±100 for the full control effect
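Secreted IL-1B measured by AlphaLISA bead assay after 16 h compound exposure of THP-1 cells; compounds (final up to 57.5 uM) added 1 h before LPS (250 ng/mL) and ATP (1.25 mM) stimulation; lower signal means less secretion.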
ATXN2 expr inh: reduces ATXN2 reporter expression in HEK-293 cells | AID 1745845 | HEK-293 ATXN2-luciferase reporter, luminescence, 24 h | Potency, µM (titrated, usually from 57 µM), without a hit: at the top dose activity change, negative = inhibition, actives largely listed as inhibitors | 360,000 compounds, 0.72% hits; also: potency is read from the fitted curve at half-maximal effect; % is scaled to controls: 0 for no effect and ±100 for the full control effect; nearly all actives have a fitted effect of over 55% in size
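ATXN2-luciferase reporter cells (luciferase flanked by upstream and downstream ATXN2 gene portions) were treated 24 h at 37 °C with compounds at up to 57 uM. SteadyGlo luminescence gave expression; GF-AFC fluorescence gave viability.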
* marks the source's active call; other numbers are inactive results; i = inactive; ? = inconclusive; · = not tested or not shown; [ ] = dose if it differs, or a comment. Unless noted, calls follow the shape of the dose curve; as a rule, active = well fitted curve in the direction sought with a large enough effect; inconclusive = small, poorly fitted or top-dose-only effect, or another doubt; inactive = no such curve, though single readings can be large; an effect the other way counts as inactive or inconclusive. Outcome played no part in choosing rows; overall some 8.9% were active at least once.

SMILES	HT1080 IDH1KD tx	S2 tox	KB-3-1 cytotox	SW480 rereplic	HT1080-NT tox	MCF10A rerep	HepG2 viability	IL-1B inflam inh	ATXN2 expr inh
O=c1cc2c(nn1Cc1cccc([N+](=O)[O-])c1)-c1ccccc1CC2	-15%	?	16%	-35%	-13%	?	-20%	-4	-16%
O=C(CCC1CCCC1)N1CCN(S(=O)(=O)c2ccc(Br)cc2)CC1	20%	i	5%	-6%	9%	0%	-17%	12	0%
COc1ccc(C(=O)N/N=C(\C)c2ccc3c(c2)C2C=CCC2C(c2ccccc2)N3)cc1 (configuration not stated)	-1%	i	-6%	2%	-5%	4%	-8%	-5	-4%
CCN(CC)S(=O)(=O)c1cc(NS(=O)(=O)c2cccc(C(=O)O)c2)ccc1C	21%	i	0%	3%	-24%	0%	-3%	-8	12%
Cc1ccc(Oc2cnc3ccccc3n2)cc1	-1%	i	-2%	-1%	-3%	-1%	-28%	-9	38%
CCC(C)NCCOCCOc1ccc(C)cc1OC (configuration not stated)	-14%	i	8%	?	-11%	?	3%	18	-10%
O=C1Nc2ccccc2/C1=C/c1ccc([N+](=O)[O-])cc1	4%	i	17%	-3%	-1%	1%	5%	-22	0%
CN(C)c1ccc(CSc2ccccc2)cc1	12%	i	-1%	-9%	12%	0%	2%	-27	65%[activator]
COc1ccc2nc(SCC(=O)NCCc3ccccc3)[nH]c2c1	3%	i	3%	-33%	10%	-23%	-20%	·	49%[activator]
Cc1ccc(C(=O)NNC(=O)CCOc2cccc(C)c2)cc1	7%	i	0%	-5%	3%	-7%	6%	-4	-1%
Cn1c(=O)c(C(=O)NC2CCCCCCC2)c(O)c2ccccc21	-2%	i	6%	-2%	5%	0%	1%	6	23%
COCCOC(=O)c1[nH]c2c(c1C)C(=O)CC(c1ccccc1)C2 (configuration not stated)	1.3µM*	?	0.92µM*	7.3µM*	1.6µM*	5.8µM*	5%	36	8%
CN1CCN(C2CN(Cc3cn(Cc4ccccc4F)nn3)S(=O)(=O)C2)CC1 (configuration not stated)	13%	i	0%	·	25%	·	-4%	19	8%
CCOC(=O)C1CCCN(C(=O)CSc2nc(C)cc(C)n2)C1 (configuration not stated)	14%	i	1%	-11%	19%	-1%	6%	0	-8%
Cc1ccc2occ(CC(=O)N(Cc3ccccc3Cl)C3CCS(=O)(=O)C3)c2c1 (configuration not stated)	·	?	17%	·	·	·	-5%	·	-4%
CCOC(=O)c1c(C)[nH]c(C)c1S(=O)(=O)NCC(=O)Nc1ccc(CC)cc1	·	i	0%	·	·	·	-17%	·	-2%
CCOC(=O)C1NC(=O)CC1c1ccccc1 (configuration not stated)	-4%	i	-9%	-2%	-1%	-5%	0%	-9	1%
Cc1noc(C)c1NC(=O)Nc1ccc2c(c1)C(=O)N([C@H](C)CO)C[C@H](C)[C@@H](CN(C)C(=O)Nc1ccc3c(c1)OCO3)O2	-1%	i	6%	14%	5%	-3%	0%	19	8%
CCOC(=O)c1c(C)nc2ccc(Cl)cc2c1-c1ccccc1	?	i	-6%	2%	-22%	25%	-38%	-6	-37%
NC(=O)C1CCN(C(=O)c2cc3c(s2)CCCC3)CC1	1%	i	-3%	-18%	2%	1%	-6%	11	41%[activator]
Cc1ccc(-c2csc(NCCn3c(-c4ccncc4)nc4cc(C(F)(F)F)ccc43)n2)cc1	1%	i	?	2%	-2%	?	-21%	?	-39%
CCCc1cc(C(=O)N2CCCC(Nc3ccc(C)c(C)c3)C2)n(C)n1 (configuration not stated)	-2%	i	-1%	?	-5%	?	-2%	i	-12%
COc1cccc(C2Nc3ccccc3C(=O)N2Cc2ccccc2)c1 (configuration not stated)	4%	i	-1%	-19%	3%	-1%	-5%	?	·
Cc1ccc([N+](=O)[O-])cc1NC(=O)CN1CCCCC1	-4%	i	-1%	-5%	-1%	2%	1%	19	16%
COc1cccc(C(O)c2nc(-c3ccc(N(C)C)cc3)cs2)c1 (configuration not stated)	?	?	-3%	·	-18%	·	-21%	28	14%
Cc1cc(C)cc(N(C(=O)c2csnn2)C(C(=O)NC2CCCCC2)c2cccnc2)c1 (configuration not stated)	-2%	i	-1%	7%	0%	8%	-28%	8	-4%
COc1ccccc1-c1ccc(SCc2ccccc2)nn1	-11%	i	-16%	2%	-20%	?	-4%	55	33%
COCc1nnc(NC(=O)c2ccc(Cl)cc2[N+](=O)[O-])s1	3%	i	5%	-2%	-4%	-6%	-25%	4	6%
O=C(Nc1ccccc1C(F)(F)F)C1CC(=O)N(c2ccccc2F)C1 (configuration not stated)	-16%	i	-1%	2%	-5%	5%	-4%	-8	-11%
O=C(COC(=O)c1ccc(Cl)nc1)NC1CCCCCC1	-7%	i	-1%	-10%	-2%	-4%	-3%	2	-1%
Cn1c2ccccc2c2nnc(SCC(=O)Nc3cccc(O)c3)nc21	-5%	?	0%	?	-10%	-6%	-58%	-8	·
CCCC(C)c1nnc(NC(=O)CN2C(=O)c3ccccc3C2=O)s1 (configuration not stated)	0%	?	0%	-22%	7%	-1%	-36%	0	-33%
CN1CCN(c2nc(Nc3ccc(O)cc3)nc3ccccc23)CC1	?	?	-13%	1%	-29%	-16%	-7%	-96*	-13%
O=C(O)c1cccc(-c2ccc(/C=N/Nc3nn[nH]n3)o2)c1	2%	i	2%	1%	11%	-35%[inhibitor]	14%	3	-11%
CCOC(=O)COc1ccc2c(c1)c(C(=O)OCC)c(C)n2CC	20%	i	13%	-4%	4%	5%	1%	18	-18%
CCCCSc1nnc(-c2ccc(NC(C)=O)cc2)n1C	13%	i	-2%	1%	10%	0%	-9%	-15	-10%
O=C(Nc1cccnc1)c1cc(Br)c(Br)s1	-6%	i	1%	?	-10%	4%	0%	-6	-2%
c1ccc2c(c1)c1c(c3ccccc32)CN2CCCC2C1 (configuration not stated)	23µM*	?	?	18µM*	?	?	-10%	-97*	?
CN(C(=O)COc1cccc(C#N)c1)C1CCS(=O)(=O)C1 (configuration not stated)	-2%	i	-6%	-9%	-3%	4%	6%	-16	·
COc1cccc(C(=O)NCc2ccc3[nH]c(C)cc3c2)c1	0%	i	-3%	-11%	-4%	?	-2%	-2	4%
Cc1ccc(C2=NOC(C)(c3sc(-c4ccc(Cl)cc4)nc3C)C2)cc1 (configuration not stated)	12%	i	4%	-36%[inhibitor][9.22 µM]	21%	1%	-22%	-23	30%
CSCCC(NC(=O)c1ccccc1Cl)C(=O)N1CCN(c2ccccn2)CC1 (configuration not stated)	-1%	i	?	0%	11%	1%	-4%	0	0%
CN1C[C@@H]2[C@@H]3C(=O)N(Cc4ccccc4)C(=O)[C@@H]3[C@](Cc3ccccc3)(C1=O)N2C(=O)c1ccc(Cl)c(Cl)c1	6%	?	15%	?	-1%	?	-28%	-16	?
Cc1nc2ccccc2c2c1C(=O)N(c1cccc(C(=O)O)c1)C2=O	17%	i	15%	1%	17%	-13%	9%	-22	8%
CN(C)CCN(C)C1CN(Cc2ccc(F)cc2)S(=O)(=O)C1 (configuration not stated)	26%	i	0%	·	14%	·	3%	0	3%
COc1ccc(NC(=O)c2cc(Cl)ccc2NC(=O)c2ccco2)c(OC)c1	-19%	i	-10%	0%[9.22 µM]	-3%	?	-41%	82	-4%
CCN(CC)S(=O)(=O)c1ccc(N=Cc2c(C)c(C#N)c(=O)n(C)c2O)cc1	2%	i	4%	-13%	-1%	-3%	-12%	27	5%
COc1ccc2ccccc2c1/C=N/NC(=S)NCCN1CCOCC1	-2%	i	-10%	?	4%	1%	-41%	-15	-19%[11.3 µM]
CSc1cc(C)n(-c2ccccc2C)c(=S)c1C(C)=O	10%	i	16%	17%	7%	-2%	-1%	9	3%
COc1ccccc1[C@@H]1C(c2ccccc2)=NN(c2ccc(Br)cc2)[C@H]1C(=O)N1CCOC1=O	-7%	·	6%	?	-5%	3.3µM*	-13%	-22	2%
COc1ccc(CCNc2nc(-c3ccc(F)cc3)cc(C(F)(F)F)n2)cc1OC	·	i	3%	·	·	·	-8%	·	-4%
Cc1c(C(=O)OCC(=O)NCC2CCCO2)cccc1[N+](=O)[O-] (configuration not stated)	17%	i	17%	-1%	23%	-5%	-10%	15	61%[activator]
CC(=O)c1sc(NC(=O)CCOc2ccccc2)nc1C	-1%	i	24%	12%	6%	-4%	0%	-6	28%
Cn1nc(C(=O)Nc2cc(Cl)ccc2N2CCCC2)c2ccccc2c1=O	0%	i	-4%	5%	-4%	?	-4%	30	-10%
O=c1ccc(C(F)(F)F)cn1Cc1cc(=O)n2cc(Br)ccc2n1	23%	i	1%	-2%	15%	-1%	14%	11	·
O=C(CCCn1cc([N+](=O)[O-])cn1)Nc1ccc2c(c1)OCO2	4%	i	-8%	-8%	23%	-7%	-9%	2	7%

Two of the compounds above, as a markdown table.
| structure | HT1080 IDH1KD tx | S2 tox | KB-3-1 cytotox | SW480 rereplic | HT1080-NT tox | MCF10A rerep | HepG2 viability | IL-1B inflam inh | ATXN2 expr inh |
| --- | --- | --- | --- | --- | --- | --- | --- | --- | --- |
| Cc1ccc(C2=NOC(C)(c3sc(-c4ccc(Cl)cc4)nc3C)C2)cc1 (configuration not stated) | 12% | i | 4% | -36%[inhibitor][9.22 µM] | 21% | 1% | -22% | -23 | 30% |
| CSCCC(NC(=O)c1ccccc1Cl)C(=O)N1CCN(c2ccccn2)CC1 (configuration not stated) | -1% | i | ? | 0% | 11% | 1% | -4% | 0 | 0% |

An excerpt from above with just SW480 rereplic, KB-3-1 cytotox and MCF10A rerep.
smiles,SW480 rereplic,KB-3-1 cytotox,MCF10A rerep
COc1ccccc1[C@@H]1C(c2ccccc2)=NN(c2ccc(Br)cc2)[C@H]1C(=O)N1CCOC1=O,?,6%,3.3µM*
CN1C[C@@H]2[C@@H]3C(=O)N(Cc4ccccc4)C(=O)[C@@H]3[C@](Cc3ccccc3)(C1=O)N2C(=O)c1ccc(Cl)c(Cl)c1,?,15%,?

Screening results (PubChem BioAssay)
